High-throughput results: PubChem BioAssay, several laboratories
NRP1-CendR mod = alters CendR peptide binding to human NRP-1; O14786; AID 602438; 360,000 compounds, 0.85% hits; FAM-RPARPAR peptide binding to NRP-1, fluorescence polarization; inhibition, % at 25 µM;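 active = inhibition or corrected inhibition above about 18%, plus a signal ratio from 0.5 to 1.5, limit read from the data, passing the limit was not always enough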; note: strong numbers were not always called active
Rin1-Abl PPI inh = blocks binding of human Rin1 to Abl | P00519+Q13671 | TR-FRET Rin1/Abl binding, biochemical | inhibition, % at 7.35 µM | 360,000 compounds, 0.4% hits; in the data active = inhibition above about 5%, passing the limit was not always enough
Target sequence (P00519 whole entry, looked up): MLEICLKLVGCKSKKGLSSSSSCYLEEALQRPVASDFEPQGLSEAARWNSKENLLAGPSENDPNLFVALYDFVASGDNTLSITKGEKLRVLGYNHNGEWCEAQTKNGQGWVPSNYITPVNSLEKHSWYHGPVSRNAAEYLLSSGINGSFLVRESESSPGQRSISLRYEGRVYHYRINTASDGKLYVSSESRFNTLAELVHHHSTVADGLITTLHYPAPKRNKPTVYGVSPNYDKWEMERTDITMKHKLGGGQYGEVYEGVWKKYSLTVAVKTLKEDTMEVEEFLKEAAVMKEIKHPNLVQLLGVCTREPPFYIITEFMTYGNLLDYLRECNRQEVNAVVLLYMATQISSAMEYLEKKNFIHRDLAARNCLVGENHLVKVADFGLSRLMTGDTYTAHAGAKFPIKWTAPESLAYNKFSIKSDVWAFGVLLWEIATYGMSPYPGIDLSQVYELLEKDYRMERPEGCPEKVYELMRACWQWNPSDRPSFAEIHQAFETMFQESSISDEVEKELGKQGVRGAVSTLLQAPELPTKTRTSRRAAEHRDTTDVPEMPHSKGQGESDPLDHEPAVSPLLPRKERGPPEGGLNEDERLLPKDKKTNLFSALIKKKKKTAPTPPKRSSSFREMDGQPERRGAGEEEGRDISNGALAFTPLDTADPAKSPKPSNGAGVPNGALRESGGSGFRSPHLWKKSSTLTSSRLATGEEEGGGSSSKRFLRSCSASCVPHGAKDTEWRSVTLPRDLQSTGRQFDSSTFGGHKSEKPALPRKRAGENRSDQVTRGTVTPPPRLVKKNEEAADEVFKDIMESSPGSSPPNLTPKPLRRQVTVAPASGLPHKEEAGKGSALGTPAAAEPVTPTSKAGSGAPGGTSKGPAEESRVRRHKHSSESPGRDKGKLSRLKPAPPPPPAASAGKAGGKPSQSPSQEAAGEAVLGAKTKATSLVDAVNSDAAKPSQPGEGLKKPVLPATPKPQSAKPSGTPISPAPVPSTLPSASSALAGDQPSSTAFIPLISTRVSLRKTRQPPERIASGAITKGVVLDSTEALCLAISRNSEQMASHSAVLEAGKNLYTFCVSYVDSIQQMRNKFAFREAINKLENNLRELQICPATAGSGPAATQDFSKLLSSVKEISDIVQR
Target sequence (Q13671 whole entry, looked up): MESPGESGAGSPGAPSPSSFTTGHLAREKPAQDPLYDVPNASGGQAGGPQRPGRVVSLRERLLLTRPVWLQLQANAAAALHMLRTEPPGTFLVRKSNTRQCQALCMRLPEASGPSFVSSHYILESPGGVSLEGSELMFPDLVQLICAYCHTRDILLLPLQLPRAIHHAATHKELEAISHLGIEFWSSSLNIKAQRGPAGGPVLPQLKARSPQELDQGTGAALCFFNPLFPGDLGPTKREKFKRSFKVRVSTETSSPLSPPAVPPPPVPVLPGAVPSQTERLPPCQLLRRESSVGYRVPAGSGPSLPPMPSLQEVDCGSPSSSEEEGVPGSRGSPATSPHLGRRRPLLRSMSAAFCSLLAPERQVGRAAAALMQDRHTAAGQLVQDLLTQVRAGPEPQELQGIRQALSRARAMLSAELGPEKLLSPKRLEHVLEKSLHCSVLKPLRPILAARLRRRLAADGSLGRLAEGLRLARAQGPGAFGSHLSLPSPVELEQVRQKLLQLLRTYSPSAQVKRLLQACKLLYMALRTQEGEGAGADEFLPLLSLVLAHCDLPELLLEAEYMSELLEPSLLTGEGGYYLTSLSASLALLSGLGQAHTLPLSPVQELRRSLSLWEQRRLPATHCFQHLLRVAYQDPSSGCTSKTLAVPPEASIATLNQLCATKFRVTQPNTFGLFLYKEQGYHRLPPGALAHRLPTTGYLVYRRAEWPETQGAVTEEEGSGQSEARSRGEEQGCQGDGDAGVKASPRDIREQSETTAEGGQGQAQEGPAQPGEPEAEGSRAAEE
MsrA act = activates bovine MsrA enzyme | AID 602163 | purified bovine MsrA, absorbance read-out | activation, % at 10.6 µM | 360,000 compounds, 0.3% hits; in the data active = activation above about 7.5%;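 note: 0% = vehicle and 100% = reference activator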
Neddylation inh = inhibitors of human cullin neddylation | TR-FRET cullin neddylation, biochemical | 360,000 compounds, 0.58% hits | P61081+Q13564 | calls only at 25 µM; in the data active = inhibition above about 36%
MsrA inhibitor = bovine MsrA inhibition. purified bovine MsrA, absorbance read-out. inhibition, % at 15.5 µM. 360,000 compounds, 0.75% hits. AID 651718; in the data active = inhibition above about 4.5%;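 note: 0% = vehicle wells with enzyme and 100% = reference inhibitor wells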
MT1-MMP act inh = inhibitors of human MT1-MMP activation. 360,000 compounds, 0.061% hits. GFP/RFP ratio change, % at 20 µM. AID 651647. P50281. HT1080 RFP-PRO-GFP cells, GFP/RFP ratio fluorescence, overnight; percent of plate control window, DMSO zero;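 active = GFP/RFP ratio change of at least 30% with cell ATP level not reduced by more than half and red fluorescence within 50% of control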; note: strong numbers were not always called active
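Assay system: RFP-PRO-GFP reporter HT1080 cells; read-out basis: GFP/RFP fluorescence ratio; benchmarks: DMSO wells and RFP-L50D-GFP cells; doses: 20 µM single dose, 1% DMSO; schedule: overnight cell settling, then overnight compound exposure, 37 °C, 5% CO2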
FAS TE block = blocks the thioesterase domain of human fatty acid synthase. recombinant FAS-TE, OMFH fluorogenic substrate, fluorescence endpoint. inhibition, % at 15 µM. 360,000 compounds, 0.67% hits;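 active = compounds whose normalised, plate-corrected inhibition of enzyme fluorescence in the single-dose primary screen is 50% or more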;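 note: 0% = DMSO with enzyme and 100% = substrate without enzyme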
SKN-1 block = inhibitors of C. elegans SKN-1; C. elegans VP596 Pgst-4::GFP/RFP ratio, acrylamide-induced, 24 h; inhibition, % at 21.8 µM; 360,000 compounds, 0.49% hits; AID 624304;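 active = interference check ratio from 0.5 to 1.5 plus GFP to RFP signal ratio inhibition reaching or exceeding a fixed threshold, cut at about 30% in these data, passing the limit was not always enough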; note: some compounds called inactive have numbers as strong as hits
E coli Lon inh = E. coli protease La inhibition; P0A9M0; purified E. coli Lon protease, fluorescence polarization; inhibition, % at 7.94 µM; 360,000 compounds, 0.42% hits; AID 602123; in the data active = inhibition above about 13%, passing the limit was not always enough;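 note: 0% = enzyme with probe and DMSO and 100% = no enzyme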
* = called active by the depositor; i = inactive; . = not tested or not shown.

SMILES,NRP1-CendR mod,Rin1-Abl PPI inh,MsrA act,Neddylation inh,MsrA inhibitor,MT1-MMP act inh,FAS TE block,SKN-1 block,E coli Lon inh
COc1cccc(CC(NC(C)=O)C(=O)NC2CCN(c3nnnn3-c3ccccc3)CC2)c1OC (centres undefined),11.5,0.9,-4.4,i,-0.3,4.2,-9.7,8.9,7.1
CCN(CC)N=Nc1[nH]nc2nc(C)cc(C)c12,14.2,1.3,0.3,i,2.6,6.7,-0.8,8.0,10.5
CCOc1ccc(N(CC(=O)Nc2ccc(C)c(C)c2)S(=O)(=O)c2c(C)noc2C)cc1,2.1,1.3,-1.1,i,-1.8,-6.7,30.2,-6.1,-1.3
Cc1ccc(NC(=O)c2ccc3c(c2)OCCO3)cc1S(=O)(=O)Nc1cccc(Cl)c1,37.3*,-3.3,-2.3,i,-1.2,0.8,27.0,4.1,-1.7
N#CCCN(CCC#N)S(=O)(=O)c1ccc(C(=O)Nc2nnc(C3=COCCO3)o2)cc1,7.6,-1.9,-6.7,i,2.5,1.3,-9.7,4.4,-3.4
CC(=O)N(C)c1nnc(-c2cnccn2)s1,-19.1,2.2,4.7,i,1.1,0.9,-7.5,3.7,-3.7
CCCCN(C(=S)Nc1ccccc1)C1CCS(=O)(=O)C1 (centres undefined),9.3,0.1,-0.6,i,-0.6,-1.1,-0.8,-5.9,-3.0
COc1ccc(C(=O)c2cn[nH]c2-c2ccc(C)cc2O)cc1,-6.9,-2.3,1.0,i,0.2,-2.1,-38.9,7.3,0.2
ClC(Cl)c1nnc(-c2ccccc2)c(-c2c[nH]c3ccccc23)n1,-1.4,4.1,-4.0,i,1.3,-2.8,-12.1,9.1,-5.9
Cc1ccc(C(c2nc3ccccc3[nH]2)n2c(-c3ccccc3)nc3ccccc32)cc1 (centres undefined),4.7,3.5,-3.1,.,1.0,-2.8,-1.4,18.5,-14.6
O=C(COc1ccc2ccccc2c1CN1CCOCC1)N1CCc2ccccc21,-7.8,-4.2,-0.4,i,0.0,13.7,6.8,-2.6,2.2
Cc1cc(C(F)(F)F)nc(SCC(=O)Nc2cc(C)on2)n1,-4.5,5.9,-0.8,i,1.5,3.8,-9.1,-0.1,-16.6
COc1ccc2c(c1)cc1c(=O)n(CC(=O)NCCCN3CCOCC3)nc(C)n12,8.1,-6.0,-6.2,.,1.3,1.2,-5.6,3.8,6.1
COC(=O)c1ccc(NC(=O)CNC(=O)c2sc3ccccc3c2Cl)cc1,-11.7,-1.3,-11.9,i,-0.6,-1.9,1.8,6.4,-4.4
COc1ccc(/C=C/C(=O)NCc2cn(C)nc2C)cc1COc1ccc(Cl)cc1Br,1.6,-4.1,-4.1,i,.,7.7,-0.5,-12.8,1.9
O=C(Cc1ccc(S(=O)(=O)N2CCOCC2)s1)NC1CCCCC1,-17.7,3.7,-6.2,i,-0.4,-0.5,-2.9,1.3,-12.9
CCN(CC)C(=O)C1=C(C)N(CCCOC)C(=O)C(CC(=O)NCc2cccs2)C1 (centres undefined),1.6,-3.5,-6.2,i,2.5,2.5,-8.0,3.0,-0.9
CC1(C)OC(=O)C(=NNc2ccc(O)cc2)C(=O)O1,-7.5,-4.2,-5.8,i,1.4,9.2,-3.3,-10.6,-2.6
O=C(c1cccnc1)N1CCC(Oc2ccc(C(=O)N3CCCCO3)cc2)CC1,-7.8,2.4,-2.6,i,-0.6,1.9,-5.3,6.1,-4.5
CCC(CC)C1C(C#N)=C(N)SC(N)=C1C#N,-18.1,-0.1,-0.1,i,-1.1,-11.2,-9.6,14.5,-12.1
CN1CCN(C(=O)CCc2nnc3ccc(N4CCC5(CC4)OCCO5)nn23)CC1,0.2,-3.4,-1.8,i,0.0,-0.2,-8.0,-1.6,8.4
CCNC(=O)C1(C)CCCN1C(=O)c1ccc(-c2ccccc2)cc1 (centres undefined),-4.0,-7.6,1.5,i,-0.5,-4.2,-4.9,4.1,-10.5
O=C(O)CSc1nccn1-c1cccc(Cl)c1,6.1,0.3,-9.1,i,-0.1,1.8,1.7,-4.0,-7.0
COCCN1CC(CNC(=O)c2cc(COc3ccccc3SC)on2)CC1=O (centres undefined),16.8,0.2,-0.7,i,-0.6,-3.5,-2.5,7.1,0.8
Cc1ccc(S(=O)(=O)N2CCOCC2)cc1C(=O)Nc1ccc2c(c1)OCCO2,11.0,0.2,-4.2,i,-0.3,4.8,-5.0,-3.3,3.0
C/C(=C\c1ccccc1)CN1CCN(Cc2ccc(C)o2)C(CCO)C1 (centres undefined),4.1,-0.5,-7.5,i,-0.7,-1.8,-2.7,-6.7,2.5
Cc1onc(C(=O)Nc2sc3c(c2C(N)=O)CCCC3)c1[N+](=O)[O-],-3.4,-3.1,-3.7,i,1.2,0.3,-3.7,-3.9,1.3
CCc1ccc(C(=O)Cn2cnc3cc([N+](=O)[O-])ccc3c2=O)cc1,-5.0,-1.7,-2.9,i,-0.3,3.4,2.5,-11.2,-7.3
COc1ccc(S(=O)(=O)n2nc(OC(=O)C3CCCCC3)cc2N)cc1,8.0,-1.3,-2.9,i,2.0,6.7,-1.4,17.4,12.5
O=c1c2ccccc2oc2cc(-c3ccc(CN4CCOCC4)cc3)ccc12,-6.6,2.6,-3.4,i,1.9,1.1,-7.4,22.2,3.5
O=C(c1cccs1)c1ccccc1Cc1cccs1,0.9,-0.4,-0.1,i,-0.5,-1.9,29.7,6.1,-1.4
COc1cc(/C=C(\NC(=O)c2ccccc2)C(=O)Nc2nccs2)ccc1OC(C)=O,-6.6,0.2,-6.3,i,0.4,1.7,-2.3,-17.9,0.2
CC(C)CNS(=O)(=O)c1cc(C(=O)N2CCOCC2)c(Cl)cc1Cl,4.6,-1.8,-15.1,i,-0.6,-1.0,-5.1,-14.9,0.0
COc1ccc(CCN2CC(C(=O)Nc3cccc(C(C)=O)c3)CC2=O)cc1OC (centres undefined),2.6,2.1,-12.5,i,0.5,-6.9,-11.2,-3.2,-10.6
CCCCNC(=O)c1nc(-c2ccc(C(F)(F)F)cc2)oc1-c1ccccc1,1.3,.,.,i,-0.3,0.4,.,6.4,.
Cc1cccc(NS(=O)(=O)c2ccc(C(=O)N3CCCCCC3)cc2)c1C,-0.5,2.5,-0.6,i,-2.0,0.8,9.4,7.8,2.4
CC(C)CNC(=S)NC(=O)c1ccc(F)cc1,-10.0,-1.5,-1.9,i,0.0,-1.0,3.3,12.8,-33.9
CCOc1ccc(-n2c(C)nc3cc(C(=O)NCCN4CCOCC4)ccc32)cc1,-7.1,1.5,-11.5,i,0.0,2.4,-10.5,-20.7,-7.9
O=C(CCN1C(=O)c2ccncc2C1=O)Nc1cc(F)ccc1F,-4.1,2.5,-0.9,i,0.8,-1.1,-4.0,2.7,-0.9
CN(C)CCCN(C(=O)c1ccc(S(=O)(=O)N2CCCc3ccccc32)cc1)c1nc2ccc(F)cc2s1,5.4,-0.6,-0.5,i,1.4,3.5,31.8,-12.2,13.4
CC(C)NC(=O)C1CC(=O)N(C(C)c2ccccc2)C1 (centres undefined),1.7,-0.3,-4.2,i,-0.2,-3.2,-6.1,25.3,-9.2
COc1ccc(N2CCN(C(=O)c3ccc4nc(N5CCCCC5)sc4c3)CC2)cc1,5.6,-6.3,-1.7,i,1.0,-2.9,12.1,13.2,0.9
O=C(Nc1cccn(Cc2c(Cl)cccc2Cl)c1=O)C1CC1,-3.4,2.1,-2.0,i,2.7,6.1,-3.8,10.8,-3.4
COC(=O)/C(=C\c1c(OC)cc(OC)cc1OC)C(=O)c1ccc2c(c1)OCO2,-2.5,1.5,-6.8,i,0.9,1.0,-7.1,-6.1,0.2
O=C(Cc1ccc(F)cc1)Nc1cccc(-c2ccc3nncn3n2)c1,6.6,-1.6,-1.6,i,-0.4,4.7,7.9,-12.7,3.8
N=C(N)SCP(=O)(c1ccccc1)c1ccccc1,-9.6,-3.4,-6.5,i,0.1,-4.5,0.8,-6.0,6.5
O=S(=O)(Nc1c(O)ccc2ccccc12)c1ccccc1,-23.4,-0.1,-2.8,i,2.6,2.8,-3.7,17.9,14.4
CCOC(=O)c1ccc(NC(=O)CCNc2c(N3CCCC3)c(=O)c2=O)cc1,2.8,-0.1,-4.8,i,0.9,1.9,-3.4,7.4,-11.3
O=C(NCCN1CCOCC1)c1cccc2c1C(=O)c1ccc(N3CCCC3)cc1S2(=O)=O,-126.5,-20.0,-6.1,i,0.0,-69.6,-19.2,33.3,-29.6
CC(=O)c1ccc(NC(=O)C2CCCN2S(=O)(=O)c2cccs2)cc1 (centres undefined),-6.4,3.0,-1.3,i,-0.8,-1.9,-4.1,9.0,4.4

More structures:
SMILES,NRP1-CendR mod,Rin1-Abl PPI inh,MsrA act,Neddylation inh,MsrA inhibitor,MT1-MMP act inh,FAS TE block,SKN-1 block,E coli Lon inh
Cc1nccn1-c1cc(C(C)(C)C)nc2c(-c3ccccc3)cnn12,-17.5,4.5,-8.8,i,1.7,-4.7,22.8,10.4,-6.3
O=C(NNC(=O)[C@H]1CC=CC[C@H]1C(=O)O)c1ccc(Cl)cc1Cl,0.4,0.8,-2.8,i,-1.3,1.6,-3.0,-0.5,4.1
COc1ccc(NC(=O)c2c(C)nn(Cc3ccccc3)c2C)cc1S(=O)(=O)N(C)C,10.5,0.3,-1.6,i,-0.2,0.3,-3.8,4.1,0.1
Cc1cc(=O)oc2c(C)c(OCC(=O)NCCCN3CCOCC3)ccc12,-7.6,2.4,-2.9,i,0.6,0.8,-3.5,-10.9,-6.4
CCC(=O)c1ccc(OCC(=O)Nc2nn3cnnc3s2)cc1,-14.4,-0.7,-6.8,i,-1.5,0.7,-12.1,4.9,-4.9
CS(=O)(=O)/C(C#N)=C/c1cccn1S(=O)(=O)c1ccccc1,5.4,2.3,-12.2,i,1.6,2.3,-1.0,-16.2,2.2

2 records drawn at random from the list so far, as already listed:
SMILES,NRP1-CendR mod,Rin1-Abl PPI inh,MsrA act,Neddylation inh,MsrA inhibitor,MT1-MMP act inh,FAS TE block,SKN-1 block,E coli Lon inh
O=C(NNC(=O)[C@H]1CC=CC[C@H]1C(=O)O)c1ccc(Cl)cc1Cl,0.4,0.8,-2.8,i,-1.3,1.6,-3.0,-0.5,4.1
Cc1nccn1-c1cc(C(C)(C)C)nc2c(-c3ccccc3)cnn12,-17.5,4.5,-8.8,i,1.7,-4.7,22.8,10.4,-6.3
